Source: PubChem BioAssay
Cneo AK release = Cryptococcus neoformans lysis via adenylate kinase release. C. neoformans lysis, adenylate kinase release luminescence, 4 h; normalised: neutral wells 0, clomiphene wells 100. lysis activity, % at 15 µM. 360,000 tested, 0.2% active;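 active = mean lysis activity across replicates of at least 80%, whatever share of replicates individually reach that level; inactive = mean lysis activity below 80%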
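Assay system: log-phase C. neoformans yeast / Quantity: yeast cell density of 5 × 10^6 cells/mL / Medium: fresh YPD growth medium / Compound: single dose / Timing: static 4 h at 37 °C with compound, 1 h detection / Measured by: adenylate kinase release luminescence / Read-out: lysis from increased AK signal / Benchmarks: Clomiphene as positive lysis control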
Xi reactivation = activators of X-chromosome reactivation in mouse fibroblasts; XiGFP mouse fibroblasts, % GFP-positive cells imaging, 3 d; cells co-treated with 5-aza-dC sensitizer; scaled so ellipticine positive control = 100%; 360,000 tested, 0.055% active; AID 743238; activation, % at 7.58 µM;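 active = mean normalized replicate activation at least 10% and every replicate at or above 10%; inconclusive = only one of the two criteria met; inactive = mean below 10% and not all replicates reach 10%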;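 also: 0% = median of on-plate neutral control wells and 100% = ellipticine 6 µM median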
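Material: XiGFP fibroblasts, SV40-immortalized. Buffer or medium: DMEM plus 5-aza-dC sensitizer. Compound: single concentration per compound, delivered by pin transfer. Times: 3 days compound exposure. Controls: ellipticine 6 µM.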
SIRT5 block = inhibitors of human sirtuin-5 desuccinylase; inhibition, % at 15 µM; 330,000 tested, 1.1% active; Purified SirT5, succinyl-peptide AMC, trypsin-coupled fluorescence; Q9NXA8; in the data active = inhibition above about 15%; inconclusive = no clear call, values can overlap the other calls
Statin myotox sup = suppression of simvastatin myotoxicity; C2C12 myotubes + simvastatin, ATP luminescence, 48 h; scaled: DMSO 0, geranylgeraniol control 100; rescue of ATP level, % at 7.49 µM; 330,000 tested, 0.78% active;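 active = mean ATP rescue above about 67%, or every replicate alone reaching that limit, limit read from the data, passing the limit was not always enough; inconclusive = no clear call, values can overlap the other calls; inactive = mean under the limit and some replicate under it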;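 also: myotubes were challenged with 10 µM simvastatin during compound exposure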
PGC1a acetyl inh = lowers PGC1a acetylation signal in U2OS cells; inhibition, % at 15.6 µM; AlphaScreen anti-acetyl-lysine; with virally co-expressed GCN5 acetyltransferase; 350,000 tested, 0.17% active; AID 651687;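 active = every replicate shows inhibition of at least 40%; inconclusive = mean inhibition at least 40% but some replicate below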;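 also: 0% = neutral control wells and 100% = positive control wells; some results beyond the cut were filed as inactive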
ERAP1 inh = ERAP1 (human) enzyme inhibition. AID 652197. inhibition, % at 10.7 µM. recombinant ERAP1, Leu-AMC fluorescence, 60 min. 340,000 tested, 0.15% active. Q9NZ08;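 active = mean replicate inhibition of at least 30%, or all replicates individually reaching that 30% level; inactive = mean below 30% and not every replicate reaching it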;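 also: 0% = neutral control wells and 100% = L-leucinethiol positive control wells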
Target sequence (Q9NZ08 whole entry, looked up): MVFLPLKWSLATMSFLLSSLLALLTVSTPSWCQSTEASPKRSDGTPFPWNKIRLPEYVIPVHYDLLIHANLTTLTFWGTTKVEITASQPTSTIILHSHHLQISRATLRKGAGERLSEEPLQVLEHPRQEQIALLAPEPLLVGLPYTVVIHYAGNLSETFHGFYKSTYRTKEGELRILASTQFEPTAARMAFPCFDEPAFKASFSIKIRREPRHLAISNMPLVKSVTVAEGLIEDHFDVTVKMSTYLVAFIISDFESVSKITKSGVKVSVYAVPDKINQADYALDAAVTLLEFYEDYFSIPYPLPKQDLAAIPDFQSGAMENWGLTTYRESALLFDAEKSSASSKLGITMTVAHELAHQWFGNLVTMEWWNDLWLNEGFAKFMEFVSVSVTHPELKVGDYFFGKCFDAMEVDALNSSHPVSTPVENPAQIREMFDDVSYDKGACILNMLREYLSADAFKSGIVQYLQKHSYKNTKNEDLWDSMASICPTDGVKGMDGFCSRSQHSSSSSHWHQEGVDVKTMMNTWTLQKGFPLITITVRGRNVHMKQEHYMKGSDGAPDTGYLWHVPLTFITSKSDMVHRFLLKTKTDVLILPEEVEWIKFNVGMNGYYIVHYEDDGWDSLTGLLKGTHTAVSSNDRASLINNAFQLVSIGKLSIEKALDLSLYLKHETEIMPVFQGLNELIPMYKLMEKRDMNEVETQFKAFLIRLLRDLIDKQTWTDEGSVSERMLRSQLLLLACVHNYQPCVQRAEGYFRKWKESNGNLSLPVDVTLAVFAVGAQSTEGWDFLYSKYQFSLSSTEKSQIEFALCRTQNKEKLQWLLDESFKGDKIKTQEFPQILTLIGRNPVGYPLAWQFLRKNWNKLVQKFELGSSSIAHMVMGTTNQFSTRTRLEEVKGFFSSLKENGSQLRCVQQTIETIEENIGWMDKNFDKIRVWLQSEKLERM
LGR2 inh = Drosophila LGR2 receptor signaling inhibition | HEK293 LGR2, CRE-luciferase, bursicon-stimulated, 4 h | inhibition, % at 9.99 µM | 380,000 tested, 0.35% active | AID 720647;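 active = drop in luminescence signal, shown as inhibition above about 50% in the replicate tests, limit read from the data, passing the limit was not always enough; inconclusive = probably only some replicates passing the limit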;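 also: agonist challenge used bursicon conditioned medium at about half maximal strength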
S100A4 MyoIIA = inhibitors of human S100A4 binding to myosin IIA peptide; S100A4/TAMRA-MyoIIA peptide fluorescence polarization; 360,000 tested, 0.14% active; inhibition, % at 10.7 µM; P26447;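 active = mean inhibition of at least 70% across replicates, with every replicate also reaching that level; inconclusive = mean inhibition reaches 70% but some replicates fall short; inactive = mean inhibition below 70%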
Target sequence (P26447 whole entry, looked up): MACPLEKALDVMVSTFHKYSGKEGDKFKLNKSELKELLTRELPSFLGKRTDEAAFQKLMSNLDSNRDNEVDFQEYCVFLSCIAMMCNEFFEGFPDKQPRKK
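Test system – S100A4 monomer (human) · Compound – single-point compound testing · Schedule – 5 min incubation before reading · Probe or stimulus – TAMRA-labelled myosin IIA heavy-chain peptide probe, 5 nM · Benchmarks – neutral control DMSO, positive control TFP · Medium – Calcium-containing HEPES buffer, pH 7.2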
Numbers without * were called inactive; ? = inconclusive; nt = no result given; & = joins results of further samples; ! = repeats disagree.

Fields – SIRT5 block, Cneo AK release, Statin myotox sup, ERAP1 inh, S100A4 MyoIIA, LGR2 inh, PGC1a acetyl inh, Xi reactivation
> COCCNS(=O)(=O)c1ccc2c3c(cccc13)C(=O)N2C
  -8, nt, -4, 2, 0, 4, -20, 0.0
> Cc1ccc(C)c(Cn2nnc3c(=O)[nH]c(C4CCCN(C(=O)c5ccco5)C4)nc32)c1 (centres undefined)
  -2, 0, 7, -4, 3, -6, nt, 0.5
> CCn1c(SCC(=O)N2c3ccccc3CCc3ccccc32)nc2c1c(=O)n(C)c(=O)n2C
  nt, 1, 11, nt, nt, 3, 10, nt
> N/C(Cc1nc(-c2ccc(Cl)cc2)cs1)=N/O
  -5, nt, -2, 6, -1, -84, -4, 0.2
> CCCCNCC1CCCO1 (centres undefined)
  -2, 1, 4, -1, -5, -11, nt, 0.3
> COc1ccc(C)cc1N(C(=O)CNC(=O)c1ccco1)C(C(=O)NCC1CCCO1)c1ccccc1 (centres undefined)
  -2, -1, 6, 1, 0, 12, 11, 0.2
> CN(C(=O)COc1coc(CN2CCN(c3ccccc3)CC2)cc1=O)c1ccccc1
  3, 2, 5, 2, -1, 7, nt, 0.2
> CO[C@H]1CN(C)C(=O)c2ccc(NS(C)(=O)=O)cc2OC[C@H](C)N(C(=O)CN(C)C)C[C@H]1C
  -14, -4, 2, 2, 9, 2, 0, -0.2
> O=C(N/N=C1\C/C(=N\NC(=O)c2ccncc2)c2ccccc21)c1ccncc1
  0, 0, 2, 1, -2, 23, -3, 0.1
> COc1ccccc1CN(C)C[C@@H]1OCc2ccccc2-c2c(n(C)c3ccccc23)C(=O)N([C@@H](C)CO)C[C@@H]1C
  7, nt, nt, 3, 4, -12, 6, 0.2
> Cc1nn(CCO)c(N)c1C1(O)C(=O)Nc2c(Cl)cc(Cl)cc21 (centres undefined)
  0, -1, -5, 7, 0, -9, 2, 0.1
> C[C@H]1CCCCO[C@@H](CN(C)Cc2ccccc2)[C@@H](C)CN([C@@H](C)CO)C(=O)c2cc(NS(=O)(=O)c3ccc(F)cc3)ccc2O1
  2, 3, nt, 1, 5, 1, 11, 0.1
> COc1cc2nc(N(CCCN(C)C)C(=O)c3ccc(S(=O)(=O)N4CCc5ccccc5C4)cc3)sc2cc1OC
  -1, 7, -5, -4, 2, -1, -24, 0.3
> C[C@H](CO)N1C[C@H](C)[C@H](CN(C)Cc2ccc(C(F)(F)F)cc2)Oc2ccc(NC(=O)Nc3ccc(C(F)(F)F)cc3)cc2CC1=O
  1, -1, 21, 1, -2, -10, 1, -1.3
> c1ccc2c(C(c3nnnn3-c3ccc4c(c3)OCCO4)N3CCCC3)ccnc2c1 (centres undefined)
  -4, nt, nt, 0, -2, 10, nt, 0.1
> O=C(O)c1ccccc1-c1ccccc1C(=O)Nc1nccs1
  1, nt, 7, 4, 3, -15, 9, 0.0
> CCCNC(=O)N(C)C[C@H]1Oc2ncc(-c3ccccc3F)cc2C(=O)N([C@@H](C)CO)C[C@@H]1C
  -8, -6, 18, -5, -7, -14, 7, 0.6
> O=C(C[C@H]1CC[C@H](NC(=O)c2ccccc2)[C@@H](CO)O1)NCCc1ccncc1
  -6, 0, 1, -2, 9, 3, 0, 0.0
> CC1CCN(C(=O)c2[nH]cnc2C(=O)N[C@@H](Cc2ccccc2)C(=O)OC(C)(C)C)CC1
  7, -3, -12, 6, 1, nt, 1, 0.1
> CCCN1Cc2cc(OC)ccc2-c2ccccc2S1(=O)=O
  -5, -4, 3, 0, -7, 7, -4, 0.0
> CN(CCc1ccccn1)Cc1ccc(Cl)cc1Cl
  nt, -1, 25, nt, nt, -17, 17, nt
> CC1CCN(CCCNC(=O)CN2C(=O)CSc3ccc(S(=O)(=O)N4CCC(C)CC4)cc32)CC1
  -1, -1, 14, 0, -4, 3, -1, 0.2
> CC(=O)N(C)C[C@@H]1Oc2cc(-c3cccc(C#N)c3)ccc2S(=O)(=O)N([C@@H](C)CO)C[C@H]1C
  3, 2, 7, 10, 1, 0, 8, -1.2
> COCCCNC(=S)NNC(=O)c1cc(-c2cccnc2)nc2ccccc12
  4, -4, nt, -2, -2, -3, -15, 0.1
> COc1ccccc1NC(=O)c1cc2c(CO)cnc(C)c2oc1=Nc1ccc(OC)c(OC)c1
  3, -3, -31, 3, -2, -13, nt, -0.1
> Cc1cccc(C(=O)Nc2c3c(nn2C(C)(C)C)CS(=O)(=O)C3)c1
  -4, 7, 3, -5, 4, 10, -6, 1.1
> Cc1cc(C(=O)Nc2cccc3c2O[C@H](CN(C)S(=O)(=O)c2ccc(F)cc2)[C@@H](C)CN([C@@H](C)CO)C3=O)n(C)n1
  1, -1, nt, -3, -3, -5, 1, 0.0
> O=C(C[C@@H]1C[C@H]2c3cc(NC(=O)CC4CC4)ccc3O[C@H]2[C@H](CO)O1)NCC1CC1
  -2, 13, 4, 2, -22, 12, -4, 0.3
> CCCc1cc(=O)oc2cc(OC(C)C(=O)NCC3CCC(C(=O)O)CC3)ccc12 (centres undefined)
  -3, -2, 7, -9, 2, 1, -8, nt
> CCCCn1c(=O)[nH]c(=O)c2c1nc(-c1ccc3ccccc3c1)n2CC
  -2, nt, nt, 3, -3, nt, -2, 0.0

Complete entries, quoted from the list. Values in the order: SIRT5 block | Cneo AK release | Statin myotox sup | ERAP1 inh | S100A4 MyoIIA | LGR2 inh | PGC1a acetyl inh | Xi reactivation
`c1ccc2c(C(c3nnnn3-c3ccc4c(c3)OCCO4)N3CCCC3)ccnc2c1` (centres undefined) reads -4 | nt | nt | 0 | -2 | 10 | nt | 0.1
`Cc1ccc(C)c(Cn2nnc3c(=O)[nH]c(C4CCCN(C(=O)c5ccco5)C4)nc32)c1` (centres undefined) reads -2 | 0 | 7 | -4 | 3 | -6 | nt | 0.5
`O=C(C[C@@H]1C[C@H]2c3cc(NC(=O)CC4CC4)ccc3O[C@H]2[C@H](CO)O1)NCC1CC1` reads -2 | 13 | 4 | 2 | -22 | 12 | -4 | 0.3
`Cc1nn(CCO)c(N)c1C1(O)C(=O)Nc2c(Cl)cc(Cl)cc21` (centres undefined) reads 0 | -1 | -5 | 7 | 0 | -9 | 2 | 0.1

Back to the main list with the 3 entries that preceded the break.
Fields – SIRT5 block, Cneo AK release, Statin myotox sup, ERAP1 inh, S100A4 MyoIIA, LGR2 inh, PGC1a acetyl inh, Xi reactivation
> O=C(C[C@@H]1C[C@H]2c3cc(NC(=O)CC4CC4)ccc3O[C@H]2[C@H](CO)O1)NCC1CC1
  -2, 13, 4, 2, -22, 12, -4, 0.3
> CCCc1cc(=O)oc2cc(OC(C)C(=O)NCC3CCC(C(=O)O)CC3)ccc12 (centres undefined)
  -3, -2, 7, -9, 2, 1, -8, nt
> CCCCn1c(=O)[nH]c(=O)c2c1nc(-c1ccc3ccccc3c1)n2CC
  -2, nt, nt, 3, -3, nt, -2, 0.0
> C[C@@H]1CN([C@H](C)CO)S(=O)(=O)c2ccc(C#CC3CCCC3)cc2O[C@H]1CN(C)C(=O)Cc1ccccc1
  17*!, 0&-2&-7, -36&0&-35, -3&0&-3, -6&1&-15, -6&-7, 8&2&3, 1.1
> O=C1CC(C(=O)N(c2cccc(F)c2)C(C(=O)NC2CCCC2)c2ccccn2)CS1 (centres undefined)
  nt, 0, 19, nt, nt, 15, 0, nt
> O=C(NCc1ccccn1)c1cc(-c2ccc(Cl)cc2)nc2ccccc12
  -3, 11, -27, 0, ?, -13, 3, 0.3
> COC(=O)CCC(=O)NN1C(=O)c2ccccc2C1=O
  -1, nt, nt, 5, -2, -28, 5, -0.7
> O=C(NC(=S)N1CCN(Cc2ccccc2)CC1)c1cccnc1
  -3, -12, 4, 4, 8, -11, ?, 0.2
> N=c1oc2ccccc2cc1-c1nc2ccccc2c(=O)[nH]1
  -1, 0, 92*, -4, -5, -38, -8, 0.4
> C[C@@H]1CN([C@H](C)CO)C(=O)CCCn2nncc2CO[C@@H]1CN(C)S(=O)(=O)c1ccc(Cl)cc1
  -2&-2&-3, 0&-2&53, -1&1&-1, -2&-2&-1, -4&4&5, 10, 1&3&5, 0.0&-0.2
> COC(=O)C12OCC34C(CC5C(C)=C(O)C(=O)CC5(C)C3C(O)C1O)OC(=O)C(OC(=O)C=C(C)C)C24 (centres undefined)
  nt, nt, nt, -3, 0, 100*, ?, 0.0
> CN(C)CCCSc1nc2ccccc2s1
  -1, nt, nt, 9, -11, 7, nt, 0.0
> Cn1cc(CN2CCC(O)CC2)c(-c2ccc(Oc3ccccc3)cc2)n1
  -2, nt, nt, -8, 0, 8, nt, -0.1
> CCN(C(=O)CC(C)C)c1nnc(Cn2nnc3ccccc32)s1
  2, nt, 5, -1, 0, -1, 14, 0.0
> Cc1cc(Oc2ccc(=O)n(C)n2)nc(SCc2ccccc2)n1
  -4, nt, nt, 2, -2, 13, nt, 0.0
> CC(=Nc1cccc(O)c1)c1sc2ccccc2c1O
  -4, 5, 1, 10, 0, -60, -6, nt
> CCOC(=O)C1=C(COC(=O)CCNS(=O)(=O)c2ccc(C)c(C)c2)NC(=O)NC1C (centres undefined)
  1, 4, 1, 1, -2, 24, -7, 0.0
> CCCC(=O)N1CCC1(C)C(=O)Nc1cccc(OC(C)C)c1 (centres undefined)
  1, -1, -1, -1, -5, nt, -1, 0.0
> CC(C)C(=O)NC(=S)Nc1ccccc1C(=O)NC1CCCCC1
  -5, nt, nt, -3, -7, -5, nt, 0.0
> CCC1(C)NC(=O)N(CC(=O)Nc2sc3c(c2C(=O)OC)CCCCC3)C1=O (centres undefined)
  2, nt, nt, -1, 2, -14, nt, -0.1
> CC(C)(C)OC(=O)N[C@@H](Cc1ccccc1)C(=O)NCC1CCC(C(=O)O)CC1 (some centres undefined)
  -2, nt, -3, nt, -2, 14, -17, nt
> CC1(C(=O)NS(=O)(=O)c2ccc(F)cc2F)CCN1C(=O)c1ccccc1 (centres undefined)
  -2, 2, -5, -2, -3, 10, 9, -0.1
> COc1ccc(OCC(O)Cn2c(N3CCCCC3)nc3c2c(=O)n(C)c(=O)n3C)cc1 (centres undefined)
  0, -1, -4, -1, 3, -2, nt, 0.0
> S=c1[nH]nc(-c2cccc(Cl)c2)n1/N=C/c1ccc(-c2ccccc2Br)o1
  -6, 0, -3, 1, 2, -4, 12, -0.1
> COc1ccc(OC)c(NC(=O)CN2CCC(NC(=O)c3ccccc3C)CC2)c1
  -1, -1, -7, -2, 13, 9, 15, 0.1
> C=CCOc1ccc(C2/C(=C(\O)c3c(C)[nH]c(C(=O)OC)c3C)C(=O)C(=O)N2CCN(C)C)cc1 (centres undefined)
  -5, 2, -10, 1, -3, -10, nt, nt
> Cc1ccc(F)c(S(=O)(=O)NC(=O)C2(C)CCN2C(=O)C/C=C/c2ccccc2)c1 (centres undefined)
  1, -1, 13, -6, -1, -4, -3, 0.3
> NC(=O)C1(N2CCCCC2)CCN(c2nc(-c3ccccc3)cs2)CC1
  nt, -2, -9, nt, nt, -12, 7, nt
> CC(C)Oc1ccc(C(CC(=O)O)n2cnnn2)cc1 (centres undefined)
  1, 6, nt, 0, -3, -9, 0, 0.0
> COc1ccccc1-c1ccc([C@H]2[C@@H](CO)N(C(=O)C3CC3)C23CN(C(C)=O)C3)cc1
  2, nt, nt, 0, -4, -16, -8, -0.1

The list is partial, so the mix of outcomes need not match the whole.
